FN deposition inh = inhibitors of fibronectin matrix deposition, primary screen, AH1F cells, Alexa488-fibronectin fluorescence, plate reader | inhibition, % at 12.6 µM | hit rate 0.086% among 350,000 | AH1F fibroblasts, overnight;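 active = mean inhibition across replicates of 30% or more, regardless of how many single replicates reach that level; inconclusive = mean under 30% yet at least half of replicates reach 30%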;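 also: positive control wells lacked labelled fibronectin entirely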
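Assay system: AH1F fibroblasts assembling fluorescent fibronectin matrix; Amount: 10000 AH1F cells per well; Buffer or medium: DMEM, 2% serum; Probe or stimulus: Alexa488-fibronectin, 24 nM final in well; Doses: single compound dose, delivered by pin transfer; Incubation: 1 h adhesion, overnight exposure; Measured by: fluorescence 485/525 nm; Read-out: fibronectin deposition inhibition.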
esBAF inh = Bmi1 luciferase reporter increase in mESCs, primary screen, esBAF inhibitor project, mouse ES cells, Bmi1 luciferase knock-in, single point. 24 h; 100% = twice the neutral-well signal. reporter increase, % at 12.5 µM. hit rate 2% among 350,000. AID 602393, 2012; in the data active = activation above about 40%; inconclusive = no clear call, values can overlap the other calls;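 also: 0% = median of the plate's neutral control wells and 100% = double that signal; a rise in the Bmi1 reporter signal indicates esBAF inhibition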
Statin myotox sup = suppressors of statin myotoxicity in C2C12 myotubes, primary screen, cell-based, single point, plate reader; C2C12 myotubes + simvastatin, ATP luminescence, 48 h; scaled: DMSO 0, geranylgeraniol control 100; rescue of ATP level, % at 7.49 µM; hit rate 0.78% among 330,000;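 active = mean ATP rescue above about 67%, or every replicate alone reaching that limit, limit read from the data, passing the limit was not always enough; inconclusive = no clear call, values can overlap the other calls; inactive = mean under the limit and some replicate under it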;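 also: myotubes were challenged with 10 µM simvastatin during compound exposure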
SIRT5 block = SIRT5 desuccinylase inhibitors, primary screen, biochemical, fluorescence imaging, single point, set 5 | AID 652115, 2013 | hit rate 1.1% among 330,000 | inhibition, % at 15 µM | Purified SirT5, succinyl-peptide AMC, trypsin-coupled fluorescence | NAD-dependent protein deacylase sirtuin-5, mitochondrial (Homo sapiens), Q9NXA8; in the data active = inhibition above about 15%; inconclusive = no clear call, values can overlap the other calls
Target sequence (Q9NXA8 whole entry, looked up): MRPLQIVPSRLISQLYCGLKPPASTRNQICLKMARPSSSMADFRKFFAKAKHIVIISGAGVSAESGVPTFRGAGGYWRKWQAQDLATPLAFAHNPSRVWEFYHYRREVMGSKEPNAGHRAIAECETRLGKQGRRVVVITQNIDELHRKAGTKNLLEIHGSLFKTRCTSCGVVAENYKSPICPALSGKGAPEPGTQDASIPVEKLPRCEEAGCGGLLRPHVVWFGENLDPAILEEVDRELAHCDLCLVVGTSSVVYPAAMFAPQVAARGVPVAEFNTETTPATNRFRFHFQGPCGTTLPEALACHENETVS
S100A4 MyoIIA = inhibitors of S100A4-myosin IIA peptide binding, primary screen, biochemical, fluorescence polarization, TAMRA-MyoIIA peptide; Protein S100-A4 (Homo sapiens), P26447; inhibition, % at 10.7 µM; hit rate 0.14% among 360,000; AID 652163, 2013;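 active = mean inhibition of at least 70% across replicates, with every replicate also reaching that level; inconclusive = mean inhibition reaches 70% but some replicates fall short; inactive = mean inhibition below 70%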
Target sequence (P26447 whole entry, looked up): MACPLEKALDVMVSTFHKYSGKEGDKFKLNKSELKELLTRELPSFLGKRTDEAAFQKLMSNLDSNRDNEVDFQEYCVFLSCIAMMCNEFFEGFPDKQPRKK
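System – human S100A4 monomer protein, biochemical binding assay · Buffer or medium – Calcium-containing HEPES buffer, pH 7.2 · Timing – 5 min between mix addition and reading · Also added – TAMRA-labelled myosin IIA heavy-chain peptide probe, 5 nM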
Casp6 inh = human caspase-6 inhibitors, primary screen, biochemical, VEID-R110 fluorescence, single point, set 2. P55212. purified caspase-6, Z-VEID-R110 cleavage fluorescence. inhibition, % at 12.5 µM. hit rate 0.53% among 350,000. AID 686996, 2013;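 active = mean inhibition across replicates at least about 35%, with every replicate also reaching that limit, limit read from the data; inconclusive = only one of the two criteria met; inactive = neither criterion met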;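 also: 0% = median of neutral control wells and 100% = no fluorescence left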
Target sequence (P55212 24-179 limits assumed): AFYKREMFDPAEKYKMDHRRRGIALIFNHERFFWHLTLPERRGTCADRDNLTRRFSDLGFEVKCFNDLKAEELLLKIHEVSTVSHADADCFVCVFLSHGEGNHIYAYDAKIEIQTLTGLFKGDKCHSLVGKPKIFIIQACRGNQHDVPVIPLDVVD
Target sequence (P55212 194-293 limits assumed): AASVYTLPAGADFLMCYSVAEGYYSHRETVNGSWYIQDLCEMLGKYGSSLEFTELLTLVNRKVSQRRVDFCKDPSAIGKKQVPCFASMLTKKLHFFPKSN
LGR2 inh = inhibitors of bursicon-induced LGR2 CRE-luciferase signal, primary screen, cell-based, HEK293, CRE-luciferase reporter, bursicon stimulation; bursicon-stimulated, 4 h; inhibition, % at 9.99 µM; hit rate 0.35% among 380,000; AID 720647, 2013;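 active = drop in luminescence signal, shown as inhibition above about 50% in the replicate tests, limit read from the data, passing the limit was not always enough; inconclusive = probably only some replicates passing the limit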;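 also: agonist challenge used bursicon conditioned medium at about half maximal strength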
The depositor's hits bear a star; ? = inconclusive; / = no result given. A portion of the library, so the mix of outcomes need not match the whole.

mol	FN deposition inh	esBAF inh	Statin myotox sup	SIRT5 block	S100A4 MyoIIA	Casp6 inh	LGR2 inh
COCCNC(=O)C(NC(=O)C1CCCCC1)C12CC3CC(CC(C3)C1)C2 (configuration not stated)	3	-12	-3	1	0	-2	-21
Cc1c(NC(=O)CN2C(=O)NC(C)(c3ccc(OC(F)F)cc3)C2=O)c(=O)n(-c2ccccc2)n1C (configuration not stated)	2	/	/	11	-4	-1	11
COCC(=O)N1[C@H](C#N)[C@@H](c2ccccc2-c2cccc(F)c2)[C@H]1CO	-9	/	/	-2	-30	3	1
Nc1nccnc1C(=O)OCC(=O)NCCc1ccc(Cl)cc1	13	-2	-10	-3	-1	3	1
COC(=O)C1(C)NC(=O)c2ccccc2N1 (configuration not stated)	-5	-10	4	/	3	-1	-3
CN(C)S(=O)(=O)c1ccc(N2CCCC2)c(C(=O)NNC(=O)COc2ccc(Cl)cc2)c1	1	-2	-4	-2	3	-3	-11
CCCCNC(=O)c1onc(CCl)c1C(=O)OC	-7	/	/	/	-4	1	-5
O=S(=O)(Nc1ccccc1)c1ccc2c(c1)CCO2	2	/	/	-3	-2	2	4
COC(=O)C1=C(C(=O)OC)N2C=CC=CC2(C)C(C(=O)OC)=C1C(=O)OC (configuration not stated)	0	/	/	4	33	-2	10
O=C(NCc1ccccc1)C1CCCN(c2ncnc3c2nc2n3CCCCC2)C1 (configuration not stated)	0	12	-15	-5	10	-1	1
N#CCCNC(=O)Cn1c(COc2ccc(Cl)cc2)nc2ccccc21	2	8	-14	-4	1	-2	-7
C[C@@H](C(=O)O)[C@@H]1C[C@@]1(C)[C@@H](NC(=O)OCc1ccccc1)c1ccccc1	2	-2	6	-9	-24	1	-2
CCCN1[C@@H]2Cn3c(ccc(-c4ccccc4)c3=O)[C@H]1[C@@H](C(=O)NCC)[C@@H]2CO	1	1	-2	3	-3	1	7
OCC[C@@H]1C[C@@H](O)[C@H](O)[C@]2(OCc3ccccc32)O1	7	5	-26	8	2	1	4
N#C/C(=C\c1ccc(OCC(N)=O)cc1)C(=O)NC1CC1	6	-2	3	0	-4	-3	-1
CCc1ccc2nc3n[nH]c(N)c3cc2c1	-8	12	3	/	/	/	/
CCN1CCN(CCCOc2ccccc2-c2ccccc2)CC1	-7	/	/	-1	-2	0	4
CCCCn1c(CNC(=O)CCC)nc2ccccc21	15	3	14	-5	-1	1	-1
CC(C)(C)OC(=O)N1CCC(c2c(C(=O)N3CCN(C4CCCCC4)CC3)cnn2-c2ccc(F)cc2)CC1	2	-10	0	-4	-2	1	9
NC(=O)COc1ccc(C23CC4CC(CC(C4)C2)C3)cc1	-8	?	14	1	-4	1	-35
CN1c2ccc(-c3ccccc3F)cc2[C@@H]2[C@@H](CCN2C(=O)CN2CCOCC2)[C@@H]1CO	-4	1	4	2	7	-2	5
COc1ccc2c3c([nH]c2c1)[C@@H](CO)N(C(C)=O)CC31CCN(S(=O)(=O)c2ccccc2)CC1	2	/	/	0	4	-1	1
CO[C@H]1CN(C)C(=O)c2cc(NC(=O)c3cnccn3)ccc2OC[C@H](C)N(C)C[C@H]1C	-9	-2	4	-2	9	-1	16
CCCN1C[C@H](C)[C@H](OC)CN(C)C(=O)c2ccc(NC(=O)c3ccccc3F)cc2OC[C@H]1C	-6	3	6	4	7	/	-11
O=C(C[C@H]1CC[C@@H]2[C@H](COC[C@H](O)CN2Cc2ccccc2)O1)NCCCN1CCOCC1	-5	-4	5	7	12	-1	-5
O=C(CCc1c[nH]c2ccccc12)NC(Cc1c[nH]c2ccccc12)C(=O)O (configuration not stated)	-1	-4	11	-5	1	1	-3
CC(C)CCNC(=O)c1cn(C)c2ccc(S(=O)(=O)N3CCCC3)cc2c1=O	7	-1	-1	-2	-2	0	16
O=C(N1CCOCCOc2ccccc2OCCOCC1)C(F)(F)F	-4	-5	-1	3	-33	0	/
O=C(Nc1ccc(Cl)cc1)N[C@@H]1CC[C@@H](CCNC(=O)c2ccccc2F)O[C@H]1CO	/	-2	-3	-13	24	0	0
Cc1ccc(/C=C(\C#N)C(=O)NC(C)C)o1	11	-5	10	-3	1	7	-2
Cc1ccc(NCc2n[nH]c(=S)n2-c2ccccc2)c(C)c1	/	/	/	-3	4	1	16
CCN(CC)C(=O)C1CCCN(Cc2ccccc2)C1 (configuration not stated)	/	-4	2	-7	-7	0	4

Rewritten with two lines to a compound: 3 of the compounds above
The line under a structure holds: FN deposition inh, esBAF inh, Statin myotox sup, SIRT5 block, S100A4 MyoIIA, Casp6 inh, LGR2 inh
Cc1ccc(/C=C(\C#N)C(=O)NC(C)C)o1
    11, -5, 10, -3, 1, 7, -2
Cc1ccc(NCc2n[nH]c(=S)n2-c2ccccc2)c(C)c1
    /, /, /, -3, 4, 1, 16
CCN(CC)C(=O)C1CCCN(Cc2ccccc2)C1 (configuration not stated)
    /, -4, 2, -7, -7, 0, 4

Next section.
mol	FN deposition inh	esBAF inh	Statin myotox sup	SIRT5 block	S100A4 MyoIIA	Casp6 inh	LGR2 inh
COc1ccccc1N1CCN(C(=O)CCS(=O)(=O)c2ccc3c(c2)NC(=O)C(C)S3)CC1 (configuration not stated)	-2	-2	3	-2	3	3	6
N/C(=N\OC(=O)c1ccc2ccccc2c1)c1ccncc1	7	/	/	-7	2	-1	12
COCC(=O)N1C[C@H](C)[C@H](OC)CN(C)C(=O)c2ccc(NC(=O)c3ccccc3)cc2OC[C@H]1C	-5	-4	7	2	-3	2	8
O=C(CCC1CCCN(C(=O)c2ccccc2Cl)C1)N1CCN(c2ccccn2)CC1 (configuration not stated)	-4	3	-7	-5	-11	-2	0
Cc1ccc2c(c1)c1c(n2CC(O)Cn2nc(C)c(Br)c2C)CCCC1 (configuration not stated)	-1	2	0	/	/	/	/
O=C(NCc1ccccc1)C(c1ccc(-c2ccccc2)cc1)n1c(=O)c(-c2ccco2)nc2ccccc21 (configuration not stated)	-5	/	/	-1	-7	0	0
COc1ccccc1NC(NC(=O)c1cccnc1)C(Cl)(Cl)Cl (configuration not stated)	5	/	/	-2	-4	0	19
O=C(Cn1c(=O)oc2ccccc21)Nc1ccccc1N1CCOCC1	3	-10	9	-6	2	2	-1
O=C1OC(/C=C/c2ccc(Cl)cc2Cl)=NC/1=C\c1cccs1	3	/	/	1	18	6	25
CN(C)CC#Cc1ccc([C@@H]2[C@@H](CO)N3CCCCN(C(=O)C4CCCC4)C[C@@H]23)cc1	/	/	/	2	4	-1	/
CCCCN(C/C=C/c1ccccc1OC)Cc1ccccc1	-3	-8	-2	-4	-9	1	-4
Cc1ccc(S(=O)(=O)N(C)C)cc1NC(=S)NC(C)CCC(C)C (configuration not stated)	-2	-3	-11	/	/	/	1
Cc1cccc(C(=O)NC2CCN(S(=O)(=O)c3cccc(F)c3)CC2)c1	0	3	1	-2	-2	-1	-1
O=C(c1ccccc1)c1ccc2nc[nH]c2c1	/	/	/	-1	5	-1	-8
CCCN1CCN(CCCNC(=O)Cn2ncc3c4ccccc4n(C)c3c2=O)CC1	-8	-2	-8	-2	-1	-30	1
CCOC(=O)C[C@H]1c2cc(C(F)(F)F)ccc2S(=O)(=O)N1C(C)C	-6	-2	6	/	5	0	0

A different layout for some results above.
Order of results: FN deposition inh | esBAF inh | Statin myotox sup | SIRT5 block | S100A4 MyoIIA | Casp6 inh | LGR2 inh
Cc1ccc(S(=O)(=O)N(C)C)cc1NC(=S)NC(C)CCC(C)C (configuration not stated)
    -2 | -3 | -11 | / | / | / | 1
Cc1cccc(C(=O)NC2CCN(S(=O)(=O)c3cccc(F)c3)CC2)c1
    0 | 3 | 1 | -2 | -2 | -1 | -1
O=C(c1ccccc1)c1ccc2nc[nH]c2c1
    / | / | / | -1 | 5 | -1 | -8

Going on with the list:
mol	FN deposition inh	esBAF inh	Statin myotox sup	SIRT5 block	S100A4 MyoIIA	Casp6 inh	LGR2 inh
Cc1cc(C)n(CC(=O)NNC(=O)c2cccc(C(F)(F)F)c2)n1	-25	-3	0	1	-37	8	14
C=CCOC(=O)N1CCN(c2cccc(C(F)(F)F)c2)CC1	-11	6	7	/	/	/	/
CCCCNc1c(N)n(CC(C)C)c(=O)[nH]c1=O	5	/	/	0	2	1	-26
CCC(=O)N1CCC1(C)C(=O)Nc1ccc2c(c1)CCN2C(C)=O (configuration not stated)	4	-4	5	/	3	49*	4
CSc1nnc2c(n1)OC(C)N(C(=O)c1ccccc1)c1ccccc1-2 (configuration not stated)	0	-1	0	/	/	/	/
CCC(=O)Nc1ccc2c(c1)C(=O)N(C)C[C@@H](OC)[C@H](C)CN(C(=O)C1CC1)[C@@H](C)CO2	-8	4	-8	-2	-14	-2	-2
COc1ccc(-c2nc(CS(=O)CC(=O)N3CCN(C)CC3)c(C)o2)cc1OC (configuration not stated)	-4	-4	5	-1	-1	1	-6
O=C(COC(=O)c1cc([N+](=O)[O-])ccc1N1CCOCC1)c1ccccc1Cl	/	-1	7	1	-16	6	-12
CCOC(=O)Cc1csc(NC(=O)CN(C)S(=O)(=O)c2cccc3cccnc23)n1	-2	-2	0	/	-2	2	14
CCOC(=O)c1nnn(-c2nonc2N)c1CN1CCCC1	-11	9	-15	-3	-1	-4	-20
COc1ccc(CCNC(=O)CSc2nc(N)cc(=O)[nH]2)cc1OC	9	0	-1	-1	-4	1	-4
CCCCC(Sc1nc(N)c(NC(=O)c2ccc(OCC)cc2)c(=O)[nH]1)C(=O)O (configuration not stated)	12	-1	2	14	-5	3	-4
c1csc(-c2cn3ccc4ccccc4c3n2)c1	5	72*	-83	-20	-8	3	-156
COc1ccc(Nc2n[nH]c(N)c2C(N)=O)cc1	8	-1	0	0	-3	2	5
O=C1[C@H]2CCCC[C@H]2C(=O)N1CCCCN1CCN(c2nsc3ccccc23)CC1	3	-12	-11	-3	4	6	16
O=C(NCc1ccccc1Cl)c1cc(C(=O)C2CC2)c[nH]1	/	-3	0	2	-4	-1	4
